Bioassay records (PubChem)
Pol kappa inh: qHTS for Inhibitors of Polymerase Kappa. DNA polymerase kappa (Homo sapiens), Q9UBT6. hit rate 0.53% among 400,000. Potency, µM (top dose mostly 107 µM), inactives show at the top dose activity, negative = inhibition, usual class: inhibitors. purified Pol kappa, fluorescent DNA synthesis assay, 10 min; also: potency is read from the fitted curve at half-maximal effect; % is scaled to controls: 0 for no effect and ±100 for the full control effect
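10 nM Pol kappa was preincubated with compounds for 15 min at room temperature. Reaction started with 50 nM (final) substrate. Fluorescence read kinetically at 0 and 10 min.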
ERG Ets-DNA blk: qHTS for Small Molecule Inhibitors of the ERG Ets/DNA interaction; Transcriptional regulator ERG (Homo sapiens), P11308; fluorescence polarization, His-ERG Ets domain / labelled DNA; Potency, µM (top dose mostly 76.9 µM), without a hit: at the top dose FP activity, negative = inhibition, usual class: inhibitors; hit rate 0.028% among 370,000; AID 624246, 2012; active = well fitted inhibition curve with a large enough effect in the polarisation, with a control signal flat; inconclusive = small, poorly fitted or top-dose-only effect, or effect the other way, or a change in a side signal; inactive = no such curve, though single readings can be large or run the other way; the % refers to the polarisation;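 also: polarization taken with two DNA probes labelled with fluorescein and Texas red; potency is read from the fitted curve at half-maximal effect; % of control where 0% means no effect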
Target sequence (P11308 whole entry, looked up, the tested form may be a part): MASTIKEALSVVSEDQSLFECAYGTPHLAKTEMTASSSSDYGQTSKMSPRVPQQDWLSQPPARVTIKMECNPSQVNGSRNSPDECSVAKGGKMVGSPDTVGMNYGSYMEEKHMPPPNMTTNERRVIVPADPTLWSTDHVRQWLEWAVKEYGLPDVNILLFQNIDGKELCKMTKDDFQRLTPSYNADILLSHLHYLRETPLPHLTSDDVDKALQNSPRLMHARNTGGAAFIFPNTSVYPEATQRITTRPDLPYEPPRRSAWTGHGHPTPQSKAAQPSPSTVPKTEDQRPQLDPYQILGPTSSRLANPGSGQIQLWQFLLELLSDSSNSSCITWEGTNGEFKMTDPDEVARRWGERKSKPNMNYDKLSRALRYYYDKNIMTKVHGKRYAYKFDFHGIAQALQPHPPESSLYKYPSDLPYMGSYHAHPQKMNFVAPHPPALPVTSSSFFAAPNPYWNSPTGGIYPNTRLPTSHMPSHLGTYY
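His-tagged ERG Ets domain (1 uM in the protein solution; 300mM KCl, 50mM Tris-HCl, 1mM EDTA, 1mM DTT, pH 7.5) received compound, then a probe mix of 5 nM fluorescein-DNA and 100nM Texas-615-DNA. Fluorescence polarization was read for both dyes.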
TRHR agonist: qHTS for Small Molecule Agonists and Allosteric Enhancers of Human TRH Receptor: Primary Screen for Agonists; TRHR cells, calcium flux fluo-8, FDSS agonist mode; activation, % at 2 µM; hit rate 0.18% among 360,000; in the data active = activation above about 30%; also: 0% is about no effect
Target sequence (P34981 whole entry, looked up): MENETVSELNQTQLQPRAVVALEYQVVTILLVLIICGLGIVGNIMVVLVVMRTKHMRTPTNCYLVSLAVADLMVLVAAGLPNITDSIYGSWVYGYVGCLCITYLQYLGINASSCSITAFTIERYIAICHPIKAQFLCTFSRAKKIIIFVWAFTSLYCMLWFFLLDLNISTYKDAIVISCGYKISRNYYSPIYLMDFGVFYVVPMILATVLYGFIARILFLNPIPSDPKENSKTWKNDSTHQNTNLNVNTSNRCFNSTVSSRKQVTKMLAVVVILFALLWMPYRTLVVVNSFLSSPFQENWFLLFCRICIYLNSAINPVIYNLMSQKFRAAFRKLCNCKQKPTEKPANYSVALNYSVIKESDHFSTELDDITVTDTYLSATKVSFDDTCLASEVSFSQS
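Agonist-mode FDSS calcium read (Ex 480/Em 530, 1 s cycles) in 1536-well TRHR cells with fluo-8 dye, after 10-cycle baseline and 23 nL compound addition; TRH at EC20 (10 nM final) added afterwards for the enhancer phase.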
POLI inh: qHTS for Inhibitors of Polymerase Iota; DNA polymerase iota (Homo sapiens), Q9UNA4; Pol iota fluorescent replication assay, 10 min; Potency, µM (doses to about 115 µM), without a hit: at the highest dose activity, negative = inhibition, hits mostly inhibitors; hit rate 1% among 390,000; AID 588590, 2011; also: potency is read from the fitted curve at half-maximal effect
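Fluorescent replication assay read twice, at 0 min and 10 min after adding 50 nM (final) substrate. Enzyme (10 nM) and compounds were first incubated 15 min at room temperature; enzyme-free buffer wells were negative controls.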
ALOX12 inh: Primary qHTS assay for inhibitors of human arachidonate 12S-lipoxygenase (ALOX12): Round 2; purified 12hLO, xylenol orange hydroperoxide absorbance; AID 1671190, 2021; Potency, µM (titrated, usually from 108 µM), for inactives: top-dose activity change, negative = inhibition, hits mostly inhibitors; hit rate 1.1% among 580,000; also: potency is read from the fitted curve at half-maximal effect; % is scaled to controls: 0 for no effect and ±100 for the full control effect
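Hydroperoxide product was detected by ferrous iron/xylenol orange as the 573 to 405 nm absorbance ratio. Arachidonic acid at 40 uM (final) was turned over for 30 min at room temperature by 150 nM human 12hLO, pH 7.0 Hepes buffer, after 15 min compound preincubation.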
Apoferritin bind: qHTS Assay for Identification of Novel General Anesthetics; apoferritin/1-aminoanthracene competitive binding, fluorescence; AID 485281, 2010; Potency, µM (series often up to 77.5 µM), inactives show top-dose activity change, negative = displacement, usual class: inhibitors; hit rate 0.074% among 350,000; also: potency is read from the fitted curve at half-maximal effect; % is scaled to controls: 0 for no effect and ±100 for the full control effect; nearly all actives have a fitted effect of over 20% in size
Target sequence (P02791 2-175 limits assumed): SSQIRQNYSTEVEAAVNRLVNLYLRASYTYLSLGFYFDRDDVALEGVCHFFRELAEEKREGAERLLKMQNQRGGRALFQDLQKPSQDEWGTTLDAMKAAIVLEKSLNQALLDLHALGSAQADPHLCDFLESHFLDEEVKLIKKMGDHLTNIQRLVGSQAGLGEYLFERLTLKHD
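Steps: apoferritin (10 uM) was premixed with half-saturated 1-AMA in PBS, compounds were pin-transferred, plates stood 10 min at room temperature, fluorescence was read at 380/535 nm, and curves were fitted with a Hill equation.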
BLM helicase inh: qHTS Assay for Inhibitors of Bloom's syndrome helicase (BLM). RecQ-like DNA helicase BLM (Homo sapiens), P54132. recombinant BLM DNA unwinding, fluorescence dequenching. Potency, µM (top dose mostly 56.1 µM), without a hit: at the top dose activity change, negative = inhibition, hits mostly inhibitors. hit rate 0.2% among 350,000. AID 2528, 2010;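 also: potency is read from the fitted curve at half-maximal effect; plate controls were vehicle for no effect and no enzyme for full effect; nearly all actives have a fitted effect of over 35% in size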
APE1 inh: qHTS Assay for Inhibitors of the Human Apurinic/apyrimidinic Endonuclease 1 (APE1); hit rate 0.35% among 350,000; recombinant APE1, TAMRA/BHQ-2 abasic DNA cleavage fluorescence; Potency, µM (top dose mostly 65.8 µM), without a hit: at the top dose activity change, negative = inhibition, usual class: inhibitors; AID 2517, 2012; DNA repair nuclease/redox regulator APEX1 (Homo sapiens), P27695;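 also: potency is read from the fitted curve at half-maximal effect; plate controls were vehicle for no effect and reference inhibitor for full effect; nearly all actives have a fitted effect of over 55% in size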
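Measures dequenching upon AP-site incision of a 5'-TAMRA/3'-BHQ-2 THF-containing duplex, 50 nM; human APE1 0.75 nM after 15 min room-temperature exposure to compound; kinetic three-point read at one-minute spacing.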
POLB inh: qHTS Assay for Inhibitors of DNA Polymerase Beta | P06746 | Pol beta primer extension/strand displacement, fluorescence kinetic | Potency, µM (titrated, usually from 114 µM), without a hit: top-dose activity change, negative = inhibition, most hits filed as inhibitors | hit rate 1.3% among 340,000; also: potency is read from the fitted curve at half-maximal effect; % is scaled to controls: 0 for no effect and ±100 for the full control effect
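Reaction started by 50 nM substrate onto compound-treated Pol beta (10 nM, 15 min preincubation, room temperature); plates read at 0 min and 10 min. Normalized concentration-effect data fitted by four-parameter Hill equation.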
* marks the source's active call; other numbers are inactive results; ? = inconclusive; · = not tested or not shown; [ ] = another dose, or the depositor's remark. Unless noted, calls follow the shape of the dose curve; as a rule, active = well fitted curve in the direction sought with a large enough effect; inconclusive = small, poorly fitted or top-dose-only effect, or another doubt; inactive = no such curve, though single readings can be large; an effect the other way counts as inactive or inconclusive. This is a subset (hit frequency here may not be typical).

The line under a structure holds: Pol kappa inh | ERG Ets-DNA blk | TRHR agonist | POLI inh | ALOX12 inh | Apoferritin bind | BLM helicase inh | APE1 inh | POLB inh
C[C@H](NC(=O)c1nc[nH]c1C(=O)N[C@@H](CCCCNC(=O)OC(C)(C)C)C(=O)OC(C)(C)C)C(=O)OC(C)(C)C
    -5.7% | -0.2% | -1.0 | -1.3% | -12.4% | -8.0% | -18.8% | 0.3% | -16.4%
O=C(NCc1ccccc1)C(c1cccnc1)N(C(=O)c1ccccn1)c1cccc(F)c1 (centres undefined)
    -16.8% | -17.2% | 0.8 | 102.1%[activator] | -15.6% | -1.4% | 1.8% | -8.7% | 45.3%
CCOC(=O)C1(CCc2ccccc2)CCN(C(=O)[C@@H]2C[C@@H](C)NC(=S)N2)CC1
    9.3% | ? | 0.9 | 31.2%[activator] | ? | -12.6% | -2.0% | -0.6% | -24.3%
O=C1CCC(=O)N1OCCOc1ccc2c(c1)CCC2
    0.5% | -12.5% | 0.2 | 2.2% | 0.0% | -9.3% | -2.3% | 16.9% | 5.5%
COC(=O)c1cccc(NC(=S)N2CCOCC2)c1
    4.3% | -5.4% | 0.6 | 62.2%[activator] | -8.5% | -5.9% | -9.9% | 1.7% | 0.3%
CCOC(=O)Cc1csc(NC(=O)c2ccc(N3CCOCC3)cc2[N+](=O)[O-])n1
    16.7% | 14.1% | 2.1 | -1.8% | ? | · | · | -13.5% | ·
CC(C)n1c(Nn2cnnc2)nc2ccccc21
    -15.6% | -1.9% | 0.3 | -4.9% | 13.3% | 1.8% | -0.8% | -0.7% | -14.1%
O=C(O)c1ccc(Nc2ncnc3ccccc23)cc1
    -3.4%[60.1 µM] | 6.2% | 0.2 | -3.5% | ? | -4.3% | -2.9% | 12.5% | 6.9%
O=C(O)CCC(=O)N1N=C(c2c(-c3ccccc3)c3cc(Cl)ccc3[nH]c2=O)CC1c1cccs1 (centres undefined)
    -7.0% | 4.8% | 0.2 | -12.0% | -12.6% | -16.9% | -0.2% | 1.6% | -14.8%
CC(C)(C)NC(=O)C1CCN(c2nc3ccccc3nc2C(F)(F)F)CC1
    -0.3% | 0.9% | 0.6 | 19.4% | -15.4% | 10.0% | -2.2% | · | 8.3%
CC(=O)c1cccc(NC(=S)NC(=O)c2ccc(C)cc2)c1
    -3.3% | 2.3% | -0.1 | 11.3% | ? | -17.1% | -4.3% | 0.8% | -0.2%
C=CCC1Cc2c(Br)cccc2C(CC=C)N1 (centres undefined)
    4.9% | -9.3% | -0.2 | 31.8%[activator] | 0.0% | -11.3% | 1.4% | -0.9% | 16.1%
O=C1C=C(NCCNc2c(F)c(F)c(CO)c(F)c2F)CCC1
    -3.6% | -7.6% | 0.3 | -3.0% | 0.0% | -15.0% | -2.7% | -1.8% | 33.0%[activator]
O=C(NCc1ccc2c(c1)OCO2)c1ccc2snnc2c1
    -4.0% | 1.0% | -0.3 | ? | 0.0% | -8.1% | 4.0% | 4.7% | 3.0%
O=C(NCc1ccccc1)c1cc[n+](CC(=O)c2cccs2)cc1
    -7.1% | -1.2% | 0.1 | 17.9% | 2.4% | -6.6% | -2.9% | 0.3% | 0.3%
CCN(Cc1nc(-c2cccc(C)c2)no1)S(=O)(=O)c1ccc(C)cc1
    -5.0% | -0.5% | 1.3 | -15.3% | -6.0% | 33.1%[activator] | -3.3% | · | 52.3%
O=C(COc1ccccc1F)OCC(=O)c1ccc([N+](=O)[O-])cc1
    -9.0% | 2.6% | · | 31.2%[activator] | 0.0% | · | · | 9.8% | ·
CCCCOc1ccc(NC(=O)CSCC(=O)OCC)cc1
    -20.9% | 1.8% | -0.4 | 7.4% | -7.0% | ? | -3.0% | 0.7% | 25.8%
O=C(CS(=O)CC(=O)N(CC(=O)NC1CCCC1)C1CCCCC1)Nc1ccc(F)cc1 (centres undefined)
    0.7% | -5.8% | 0.0 | 14.0%[58.9 µM] | 13.7% | -12.4% | -0.8% | 21.8% | -9.8%
CC1CCC(C(=O)NC(C(=O)NCc2ccccn2)C(C)C)CC1 (centres undefined)
    7.0% | 2.9% | 0.0 | 0.0% | -2.9% | -7.6% | -2.0% | 5.6% | 5.9%
CCOC(=O)c1ccc2nc3c(cc2c1)CCS3
    0.2% | -1.9% | 0.1 | 12.9% | 6.6% | -12.5% | 0.8% | 14.9% | 21.8%
COc1ccc(OC(=O)Cc2cccc3ccccc23)cc1
    -3.5% | 9.2% | 0.0 | 36.8%[activator] | -8.9% | -8.5% | -3.7% | 2.8% | -25.0%
COc1cc(/C=C2/SC(=O)NC2=O)ccc1OCc1ccccc1
    -13.3% | 11.6% | -0.9 | ? | -5.8% | ? | -1.0% | -9.0% | -26.6%
O=C(NCc1ccncc1)c1cn(-c2ccccc2)nc1-c1cccnc1
    8.2% | -3.7% | -0.9 | 11.6% | 1.6% | -0.8% | 3.5% | 15.6% | 29.4%
COc1ccc(-c2cn3ccc4ccccc4c3n2)cc1
    -20.4% | 0.1% | -0.5 | -12.8% | 25.1% | -14.7% | 2.8% | -5.6% | -9.0%
Cc1nc2nc(SCc3ccccc3)[nH]n2c(=O)c1CCC(C)C
    -12.0% | 2.4% | 0.1 | -8.8% | -21.1% | -20.0% | 2.3% | 17.0% | 3.2%
CCC(C)NC(=O)CSc1nc2c(sc3ccccc32)c(=O)n1CCc1ccccc1 (centres undefined)
    0.4%[60.1 µM] | 1.8% | 0.1 | 19.7% | -27.8% | 3.2% | -1.7% | · | 1.0%
COc1ccccc1N1CCN(C(=O)c2ccc3c(=O)n(Cc4ccco4)c(=S)[nH]c3c2)CC1
    -11.0% | -3.5% | -0.2 | 7.8% | ? | ? | -3.7% | -7.5% | 19.9%
CCOc1ccc(-c2nc(CSCC(=O)N3CCN(c4cccc(OC)c4)CC3)c(C)o2)cc1
    -26.4% | -0.2% | -0.6 | -25.4% | -0.2% | 16.5% | -5.1% | -6.8% | -14.1%
CN(C)C(=O)CCc1ccc2c3c([nH]c2c1)[C@]1(C)[C@@H](C(=O)N2CCOCC2)C[C@H](CC(=O)NCCCn2ccnc2)C(=O)N1CC3
    -10.4% | 6.5% | · | -5.6% | -3.2% | · | · | -3.2% | ·
C=CCNC(=O)c1ccc2nccnc2c1
    3.5% | · | -0.5 | 74.9%[activator] | 19.0% | 2.9% | -12.0% | -0.3% | 23.4%
Cc1ccc(C(=O)Nc2ccc(OCc3cc(=O)n4c(C)csc4n3)cc2)cc1
    -16.0% | -0.1% | -0.5 | 14.3% | -8.4% | 1.7% | 0.6% | · | -10.0%
O=[N+]([O-])c1cc([N+](=O)[O-])c(Oc2ccccc2F)cc1NN1CCCCC1
    -1.7% | 1.9% | -0.6 | 15.1% | -5.3% | -12.6% | -0.7% | -2.3% | -16.5%
CCC(C)(C)NC(=O)C(c1ccncc1)N(C(=O)c1sc(C)nc1C)c1ccc(C)cc1 (centres undefined)
    2.1% | -1.6% | 0.0 | 22.7% | -4.6% | -7.0% | 1.1% | 6.5% | -1.1%
COCCCNC(=O)Cn1c(=O)n(-c2ccc(Cl)cc2)c(=O)c2c3c(sc21)CCCCC3
    -2.8% | 1.9% | 0.0 | 0.6% | -27.9% | -3.1% | -6.1% | · | 2.7%
S=c1[nH]nc(-c2ccc3ccccc3n2)o1
    5.1% | -5.2% | 0.9 | -1.8% | -2.6% | -14.2% | -7.1% | -7.3% | 3.7%
Cc1cc(C#N)c(C)n1-c1cc(C(F)(F)F)ccc1N1CCOCC1
    -7.7% | -1.3% | -0.1 | 9.0% | 0.0% | ? | -10.1% | -5.9% | 5.7%
CCC(C)C(NC(N)=O)C(=O)Nc1ccc(C)c(Cl)c1 (centres undefined)
    -3.7% | -1.6% | 0.9 | 16.8% | ? | 0.4% | 3.0% | 32.4%[activator] | 5.4%
Cc1c(NS(=O)(=O)c2ccc(N=NN(C)C)cc2)c(=O)n(-c2ccccc2)n1C
    4.7% | -7.2% | 0.0 | -12.5% | ? | -10.4% | -1.1% | 45.9%[activator] | -10.0%
NC(=O)COC(=O)CC12CC3CC(CC(Br)(C3)C1)C2
    -1.0% | 18.0% | 1.4 | -4.2% | -0.5% | ? | -2.1% | 4.8% | 6.4%
COc1cccc(CN2CCN(Cc3[nH]c4ccccc4c3C)CC2CCO)c1 (centres undefined)
    -5.9% | -4.4% | 1.0 | 7.1% | -28.1% | -20.2% | 1.5% | 3.2% | -18.4%
CC1CCN(C(=O)COC(=O)CCC(=O)c2ccc(Cl)cc2)CC1
    3.9% | -7.8% | · | -33.0% | 0.7% | · | · | 38.3% | ·
Cc1cc(C)c(S(=O)(=O)c2ccccc2F)c(=O)[nH]1
    -3.7% | 2.3% | 0.0 | -15.1% | 0.3% | 4.2% | 0.1% | 22.0% | 18.5%
COc1cc(C(=O)NCC(=O)N/N=C/c2ccco2)cc(OC)c1OC
    -8.5% | -2.6% | 0.6 | -16.9% | 12.9% | 2.1% | 0.1% | -11.5% | 32.7%
CCc1ccc(OCCn2ccnc2)cc1
    -5.4% | 1.8% | -0.9 | 156.4%[activator] | ? | -12.0% | 0.7% | -1.4% | -12.1%
